FEN1 inh: inhibitors of human flap endonuclease 1; P39748; Recombinant FEN1 flap cleavage, fluorescence, 15 min; Potency, µM (titrated, usually from 114 µM), inactives show top-dose activity change, negative = inhibition, actives largely listed as inhibitors; 390,000 compounds, 0.35% hits; AID 588795; active means well fitted inhibition curve with a large enough effect; inconclusive means small, poorly fitted or top-dose-only effect; inactive means no such curve, though single readings can be large or run the other way; further: nearly all actives have a fitted effect of over 65% in size
Target sequence (P39748 whole entry, looked up): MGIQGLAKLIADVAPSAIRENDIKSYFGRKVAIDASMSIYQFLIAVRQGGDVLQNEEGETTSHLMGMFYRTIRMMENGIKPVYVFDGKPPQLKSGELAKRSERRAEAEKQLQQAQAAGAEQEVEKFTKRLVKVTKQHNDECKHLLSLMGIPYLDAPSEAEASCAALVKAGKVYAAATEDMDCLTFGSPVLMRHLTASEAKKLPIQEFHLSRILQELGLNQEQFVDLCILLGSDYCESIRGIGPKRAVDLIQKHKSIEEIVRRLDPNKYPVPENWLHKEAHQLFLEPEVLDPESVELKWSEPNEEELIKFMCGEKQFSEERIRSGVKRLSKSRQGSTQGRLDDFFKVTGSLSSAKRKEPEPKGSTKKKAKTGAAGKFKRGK
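With each library titrated from low to high concentration, compounds met 10 nM FEN1 for 15 min at room temperature before 50 nM substrate was added; readings at 0 and 15 min fed four-parameter Hill curve fits.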
Starred values were filed as active, the others as inactive; ? = inconclusive; & = joins results of further samples. On the % scale 0 is the no-effect control and ±100 the full control effect; potency means the concentration at half of the fitted maximal effect. An excerpt; the hit share may differ from the screen's.

Start of the listing, in advance:
SMILES	FEN1 inh
O=C(NCc1ccccc1)C1=C[C@H](c2ccc(Br)cc2)C[C@H](OCCCCO)O1	-19%
c1ccc(Sc2ccccn2)cc1	-8%
CCc1nc(N)nc(N)c1-c1ccc(Cl)c(N=[N+]=[N-])c1	0%&-2%
CCc1ccc(-c2cnc3nc[nH]c(=O)c3n2)cc1	8%
C[C@H](CCC(=O)OCc1cn(CC(=O)c2ccc(O)cc2)nn1)C1CC[C@H]2[C@@H]3CC[C@@H]4C[C@H](O)CC[C@]4(C)[C@H]3C[C@H](O)[C@]12C (stereo not given in full)	-24%

The list itself, repeating the preview:
SMILES	FEN1 inh
O=C(NCc1ccccc1)C1=C[C@H](c2ccc(Br)cc2)C[C@H](OCCCCO)O1	-19%
c1ccc(Sc2ccccn2)cc1	-8%
CCc1nc(N)nc(N)c1-c1ccc(Cl)c(N=[N+]=[N-])c1	0%&-2%
CCc1ccc(-c2cnc3nc[nH]c(=O)c3n2)cc1	8%
C[C@H](CCC(=O)OCc1cn(CC(=O)c2ccc(O)cc2)nn1)C1CC[C@H]2[C@@H]3CC[C@@H]4C[C@H](O)CC[C@]4(C)[C@H]3C[C@H](O)[C@]12C (stereo not given in full)	-24%
COC(=O)c1ccc(N2CCN(C)CC2)c(NC(=O)c2sc3ccccc3c2Cl)c1	6%
CNC(=O)OCc1nc(SSC(C)(C)C)n(C)c1COC(=O)NC	5%
O=C(NCCc1nnc2ccc(N3CCCC3)nn12)c1ccccc1	7%
O=C1Nc2ccccc2SC1c1ccccc1Cl (stereo not given)	11%
CCCOc1ccc(C(=O)CCC(=O)OCC(=O)N(CC)c2c(N)n(Cc3ccccc3)c(=O)[nH]c2=O)cc1	-2%
CC(C)c1ccc(N(CCc2ccccn2)C(=O)C(C)(C)C)cc1	1%
COc1cccc(Sc2nc(N(C)C)ncc2S(=O)(=O)c2ccc(Cl)cc2)c1	-13%
CCOc1ccc(C(c2c(O)nc(SC)[nH]c2=O)c2c(O)nc(SC)[nH]c2=O)cc1	-1%
O=C(COc1ccc(Cl)cc1)N1N=C(c2cccs2)CC1c1ccco1 (stereo not given)	-17%
COc1ccc(NC(=O)Nc2ccc3[nH]ccc3c2)cc1	0%
O=C(CN1CCN(C(=O)C2CCN(C(=O)/C=C/c3ccccc3)CC2)CC1)Nc1ccc(F)cc1	3%
Cc1ccc2[nH]c(=O)c(CN(Cc3cccs3)Cc3nnnn3Cc3ccco3)cc2c1	1%
Cc1nc(SCC(=O)Nc2ccccc2C(F)(F)F)c2c(=O)n(C)c(=O)n(C)c2n1	-1%
OC(CN1CCCC1)c1ccccc1 (stereo not given)	2%
C=CCNC(=O)N1C2=NC(C(=O)OC)=C(C(=O)OC)[C@@H]3N(Cc4ccccc4)c4ccccc4[C@]23C[C@H]1C(=O)OC	-4%
O=C(NCCc1ccccc1)c1c[nH]c2ccc(F)cc2c1=O	-1%
NNc1cccc(C=Cc2ccccc2)cc1=O	?
O=C(NCCCc1ccccc1)c1cccc(NC(=O)C2CCC2)c1	10%
Cc1ccc(C(C(=O)NC(C)(C)C)N(Cc2cccs2)C(=O)c2csnn2)cc1 (stereo not given)	-2%
COc1cc2ccccc2cc1C(=O)OCC(=O)Nc1ccc(Br)cc1	?
Cc1cccc(-c2ccc3c(c2)C2CC3CCN2C)c1 (stereo not given)	-14%
O=C(Nc1ccccc1Cl)C1C2CCCCC21 (stereo not given)	2%
Cc1c(C#N)c(NC(=O)COC(=O)c2cc(Cl)c3c(c2)OCCCO3)n(Cc2ccco2)c1C	4%
Cc1cc2ccccc2c[n+]1C	13%
NC(=O)c1ncn([C@@H]2O[C@H](CNS(=O)(=O)c3cc(S(=O)(=O)c4ccccc4)cs3)[C@@H](O)[C@H]2O)n1	-4%
CCOc1ccccc1C(=O)OCC(=O)Nc1cccc(S(=O)(=O)NC2=NCCCCC2)c1	-11%
COC(=O)c1ccc(CSc2ncnc3c2sc2nc(N4CCOCC4)c4c(c23)CCCC4)o1	-15%
O=S(OCCN1CCCC1)C(c1ccccc1)c1ccccc1 (stereo not given)	3%
C=CC(=O)Nc1cccc(Oc2ccnc3[nH]ccc23)c1	?
O=c1ccn([C@@H]2O[C@H](CNS(=O)(=O)c3cc4ccccc4s3)[C@@H](O)[C@H]2O)c(=O)[nH]1	4%
CN1/C(=C/C(=O)COC(=O)C2COc3ccccc3O2)C(C)(C)c2ccccc21 (stereo not given)	4%
O=S(=O)(c1ccc2c(c1)CCCC2)N1CCN(c2nc(-c3ccccc3)nc3ccccc23)CC1	2%
CCCN1CNc2c(c(=O)[nH]c(=S)n2CCc2ccc(C)cc2)C1	-2%
CC(=O)c1ccc(CCCCc2ccc(C(C)=O)cc2)cc1	12%
COc1ccc(CNc2nc3nc(C)c(Cl)c(C)n3n2)cc1OC	-7%
CCCOC(=O)c1cc(-c2ccc(/C=C3/C(=O)N(C)C(=O)C(C#N)=C3C)o2)ccc1Cl	0%
COc1ccccc1C(C)NC(=O)CCC(=O)N1CCN(S(=O)(=O)c2ccc(Cl)cc2)CC1 (stereo not given)	-1%
c1ccc2nc(N3CCOCC3)c(N3CCCC3)nc2c1	1%
CC(C)CN(CC(C)C)c1ccc(/C=C/c2ccnc3ccccc23)cc1	-6%
COc1ccc(CN2CC[C@H]3C=CC[C@@H](C(=O)NCCc4ccccc4)[C@H]3C2=O)cc1OC	-10%&16%
CC[C@]12C(=O)N(C)C[C@H]([C@@H]3C(=O)N(C)C(=O)[C@@H]31)N2C(=O)c1ccc(Cl)c(Cl)c1	-4%
O=C(Nc1ccc(Cl)c(C(F)(F)F)c1)[C@@H]1CC=C[C@@H]2CCN(C3CCCCC3)C(=O)[C@@H]21	1%&0%
CCCCC1(CC)COC(c2ccccc2)OC1 (stereo not given)	-10%
Cc1csc(N2C(=O)C3C4CCC(O4)C3C2=O)n1 (stereo not given)	9%
O=C(Cc1cccc(NC(=O)C2CCN(S(=O)(=O)c3cccc([N+](=O)[O-])c3)CC2)c1)Nc1cccc(C(=O)N2CCOCC2)c1	-1%

Continued:
SMILES	FEN1 inh
CNCCN(C)c1nc(-c2cccs2)nc2ccccc12	?
O=C(Nc1ccccc1)[C@@H]1CC=C[C@@H]2CCN(C3CCCCC3)C(=O)[C@@H]21	-15%&1%
CCOc1ccc(NC2=CC(=O)C(=O)c3ccccc32)cc1	-18%
Cc1nn2c(-c3cccc(NC(=O)CN4CCOCC4)c3)nnc2c2ccccc12	?
COc1ccc(N=Nc2ccc(CO)cc2)cc1	1%
COc1c2c(c(CCC(=O)O)c3c1C=CC(C)(C)O3)OC(C)(C)C=C2	21%
O=C1OC(c2ccccc2)(c2ccc3cc(O)ccc3c2)c2ccccc21 (stereo not given)	3%
CC(=NNc1nc2ccccc2s1)c1ccncn1	-1%
O=S(=O)(c1ccc(Cl)cc1)N1CCC(n2cnc3cc(C(F)(F)F)ccc32)CC1	-17%
O=[N+]([O-])c1cc([N+](=O)[O-])c2cc(-c3cccnc3)[nH]c2c1	-15%

Random excerpt: six records from the list, in no set order.
SMILES	FEN1 inh
CC(=NNc1nc2ccccc2s1)c1ccncn1	-1%
O=[N+]([O-])c1cc([N+](=O)[O-])c2cc(-c3cccnc3)[nH]c2c1	-15%
O=S(=O)(c1ccc(Cl)cc1)N1CCC(n2cnc3cc(C(F)(F)F)ccc32)CC1	-17%
Cc1nn2c(-c3cccc(NC(=O)CN4CCOCC4)c3)nnc2c2ccccc12	?
COc1ccc(N=Nc2ccc(CO)cc2)cc1	1%
O=C(Nc1ccccc1)[C@@H]1CC=C[C@@H]2CCN(C3CCCCC3)C(=O)[C@@H]21	-15%&1%

Continued:
SMILES	FEN1 inh
C[C@H]1CCC[C@@]2(O[C@H](CCO)C[C@H](O)[C@H]2O)O1	19%
CCCCNC(=O)c1ccc2nc(-c3cccs3)c(-c3cccs3)nc2c1	1%
COc1ccc2cc(C3=CCCC3(C)C(=O)O)ccc2c1 (stereo not given)	-4%
Cn1nc(C#N)c(=O)[nH]c1=O	-10%
C=CCOC(=O)C1=C[C@H](C(C)(C)C)[C@@H](CCCO)[C@H](OCC)O1	-11%
CN(CCc1ccccc1)C(=O)c1cccc(NC(=O)Cc2cccc(NC(=O)C3CCN(C(=O)C4CC4)CC3)c2)c1	-8%
COc1cccc(CCc2nc3ccccc3c(=O)n2N)c1	-12%
Cc1ccc(NC(=S)NC(=O)c2ccc(-c3ccccc3)cc2)cc1	3%
CCN(CC)c1ccc(-c2nnc(SCC(=O)NCc3ccco3)n2C)cc1	-1%
Cc1ccc(NC(=S)NC(=O)c2cncc(Br)c2)c(C)c1	3%
CCOc1ccccc1Nc1nc(N2CCCC2)nc(N2CCOCC2)n1	7%
CCOc1ccc(OCCC(=O)N(CCOC)c2c(N)n(Cc3ccccc3)c(=O)[nH]c2=O)cc1	0%
CC(C)[C@H]1COCCS(=O)(=O)N1Cc1cccc([N+](=O)[O-])c1	-10%
CCc1nn(CC(=O)NCCCN2CCOCC2)c(=O)c2cc3c(OC)cccc3n12	-2%
N#CN=c1snc(-c2ccccc2Cl)n1-c1ccccc1Cl	-18%
COC(=O)c1sc(NC(=O)c2ccc(OC)cc2OC)nc1C	-1%
C=CCN(c1ccc(OC)cc1)S(=O)(=O)c1ccc(Cl)c(C(=O)OCC(=O)c2c(N)n(C)c(=O)n(C)c2=O)c1	13%
Cc1ccc(S(=O)(=O)N2CCc3ccccc3CC2)cc1	-1%
Cc1nc(NCCCN2CCOCC2)c2cnn(-c3ccccc3)c2n1	16%
CC(C)(C)c1ccc(S(=O)(=O)N2CCN(c3nc(-c4cccs4)nc4ccccc34)CC2)cc1	-13%&-35%
CCOC(=O)C1(CCOc2ccccc2)CCN(Cc2ccccc2O)CC1	5%
Cc1ccnc(SCCn2c(N3CCC(C)CC3)nc3c2c(=O)n(C)c(=O)n3C)n1	8%
Cn1c(=O)c2c(nc(C3CC4C5CCC(C5)C4C3)n2C)n(C)c1=O (stereo not given)	-2%
CCCCn1c(N)c(N(CCOC)C(=O)CCN2C(=O)C3CC=CCC3C2=O)c(=O)[nH]c1=O (stereo not given)	-5%
O=C(OCc1ccccc1)N1CCC2CC1c1cc(Cl)ccc12 (stereo not given)	-4%
CCCCN(CCCC)c1ccc(Cn2ccc3ccccc32)cc1	-3%
Nc1c(Br)cc(Br)c2cccnc12	?
Oc1ccc(-c2nccs2)cc1	-5%
O=S(=O)(CCNCc1ccco1)NC1CCCCC1	2%
O=C1C[C@@H]2c3c(cccc3CN1Cc1ccccc1)C[C@@H](O)[C@H]2O	-3%&22%
Cc1ccc(S(=O)(=O)N2CCN(C(=O)COC(=O)COc3ccc(Cl)cc3)CC2)c(C)c1	16%
Cc1ccc(-c2nc(C)sc2CC(=O)OCC(=O)Nc2ccc(F)c(Cl)c2)cc1	?
COc1ccc(NC(=O)c2cc(-c3ccc(C)o3)nc3ccccc23)cc1	4%
O=C(c1csc2c1CCCC2)n1cccn1	-3%
O=C(Nc1ccc(OC(F)F)cc1)c1nc(S(=O)(=O)Cc2ccccc2F)ncc1Cl	-16%
Cn1c2c(c(=O)n1-c1ccccc1)CSCC2	16%
O=C(NCC(c1cccs1)N1CCOCC1)c1cc(S(=O)(=O)N2CCOCC2)ccc1Cl (stereo not given)	-5%
Clc1nc(NC2CCCCC2)c2cn[nH]c2n1	6%
CC(C)(C)OC(=O)N(Cc1ccccc1)Cc1ccccc1OCc1cccc(NC(=O)C2CC2)c1	-34%
Cc1cn(C2CCCCO2)c(=O)nc1NO (stereo not given)	1%
COc1ccc2c(c1)C(O)C(CO)C(C(=O)O)C2 (stereo not given)	1%
Cc1ccccc1NC(=O)c1nc(S(=O)(=O)Cc2ccccc2F)ncc1Cl	-16%
COCOc1ccc(-c2oc3c(C/C=C(\C)CCC=C(C)C)ccc(O)c3c(=O)c2OCOC)c(OCOC)c1	-6%
COc1ccc(C(=O)NC(=S)NC(C)c2ccccc2)cc1 (stereo not given)	-11%
CN(C)c1ccc(CCC2C=Cc3ccccc32)cc1 (stereo not given)	11%
NNC(=O)c1ccc(C(=O)N(c2ccccc2)c2ccccc2)cc1	7%
c1coc(-c2nc3ccccc3s2)c1	-1%
CNS(=O)(=O)c1ccc(CNC[C@H]2O[C@@H](n3cnc(C(N)=O)n3)[C@H](O)[C@@H]2O)cc1	-4%
CC(=O)c1cccc(NC(=O)C(C)OC(=O)c2ccc(S(C)(=O)=O)c([N+](=O)[O-])c2)c1 (stereo not given)	-22%
CS(=O)(=O)c1ccc(NC(=O)c2cc3c(cc2Cl)N2CCCCCC2=NS3(=O)=O)cc1	1%

Remaining list, next part:
SMILES	FEN1 inh
Cc1ccccc1C(=O)N1[C@@H](C(C)C)COc2cc(Br)ccc2S1(=O)=O	9%
O=C(Oc1ccc(/C=N/NC(=O)c2ccccn2)cc1)c1ccc(Br)cc1	-13%
CC/C(=C\c1ccccc1)c1cccc2oc3ccccc3c12	-22%
CC(=O)C[n+]1cccc2cc(Cl)ccc21	-1%
OC(c1cc(-c2cccc(Cl)c2)nc2ccccc12)C1CCCCN1 (stereo not given)	-20%
CN(C)N=Nc1ccc(/C=C2\C=Cc3ccccc32)cc1	-12%
O=C(O)C(c1ccccc1)c1ccccc1	-2%
COc1cccc(/C=N/NC(=O)NC23CC4CC(CC(C4)C2)C3)c1O	-7%
COc1ccccc1-c1nc(-c2ccc(C(=O)O)cc2)no1	-17%
CN(CC(=O)Nc1ccccc1Br)C(=O)c1ccccc1OCc1ccc(Cl)cc1	-5%
O=C(OCC1COC(c2ccccc2)(c2ccccc2)O1)c1ccccc1 (stereo not given)	-2%
CCOC(=O)N(Cc1ccccc1)Cc1ccc(C(=O)N[C@@H](Cc2ccccc2)C(=O)O)cc1	2%
CCN(CC)CCSc1nc2c([nH]1)c(=S)n(C)c(=O)n2C	2%
O=C(COc1ccccc1C(=O)Nc1ccccc1F)Nc1ccc(Br)cc1	3%

Source: PubChem (National Center for Advancing Translational Sciences (NCATS))
